Compound activity as filed in PubChem BioAssay.
PLK1 PBD block: PLK1 (human) polo-box domain binding inhibition. P53350. Plk1 PBD binding of FITC phosphopeptide, fluorescence polarization. Potency, µM, inactives show max response, negative = inhibition, hits mostly inhibitors. hit rate 2.8% among 360,000; further: potency means the concentration at half of the fitted maximal effect; series mostly up to about 57 µM; on the % scale 0 is the no-effect control and ±100 the full control effect; nearly all actives have a fitted effect of over 65% in size
PI5P4K alpha inh: PI5P4K alpha (human) kinase inhibition; hit rate 1.2% among 330,000; AID 652105; max response, %; PI5P4Kalpha enzyme, ADP-Glo luminescence, 60 min; active compounds read low; active means max response of -50% or lower; inconclusive means between -30% and -50%; inactive means -30% or higher; further: value at the top dose of about 77 µM; on the % scale 0 is the no-effect control and ±100 the full control effect
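Single end-point luminescence (ADP-Glo) quantified ADP from PI5P4Kalpha turnover; ATP 5 microM final, 1 h at RT, 0.1% CHAPS and 0.28 mM EGTA in HEPES pH 7.4.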
EPAC2 antagonist: EPAC2 (human) antagonism; Q8WZA2; EPAC2 GEF exchange of Rap1B-BODIPY-GDP, fluorescence; Potency, µM (highest dose often 114 µM), for inactives: top-dose activity, negative = inhibition, hits mostly inhibitors; hit rate 0.18% among 360,000; AID 720708; further: potency means the concentration at half of the fitted maximal effect; on the % scale 0 is the no-effect control and ±100 the full control effect; nearly all actives have a fitted effect of over 45% in size; many of its hits are not listed in these tables
CCT modulator: modulators of cytosolic chaperonin (CCT/TRiC) activity; purified chaperonin ATPase assay, HTRF ADP detection, 30 min; hit rate 0.3% among 360,000; activity change, % (no concentration beside the values), hits read low; in the data active means activity change below about -30%; further: on the % scale 0 is the no-effect control and ±100 the full control effect
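ATPase activity: ADP formed was measured by HTRF Transcreener (665/615 nm ratio) after 30 min at 37 deg C with 10 uM ATP. Compounds screened at one 76 uM concentration against 40 or 20 nM TRiC in Tris pH 7.4/KCl/MgCl2/DTT buffer.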
WRN inhibitor: WRN helicase (human) inhibition; WRN helicase unwinding, fluorescent forked duplex, kinetic; Q14191; Potency, µM (doses to about 114 µM), inactives show top-dose activity change, negative = inhibition, hits mostly inhibitors; hit rate 0.46% among 360,000; further: potency means the concentration at half of the fitted maximal effect; on the % scale 0 is the no-effect control and ±100 the full control effect; nearly all actives have a fitted effect of over 55% in size
Target sequence (Q14191 whole entry, looked up): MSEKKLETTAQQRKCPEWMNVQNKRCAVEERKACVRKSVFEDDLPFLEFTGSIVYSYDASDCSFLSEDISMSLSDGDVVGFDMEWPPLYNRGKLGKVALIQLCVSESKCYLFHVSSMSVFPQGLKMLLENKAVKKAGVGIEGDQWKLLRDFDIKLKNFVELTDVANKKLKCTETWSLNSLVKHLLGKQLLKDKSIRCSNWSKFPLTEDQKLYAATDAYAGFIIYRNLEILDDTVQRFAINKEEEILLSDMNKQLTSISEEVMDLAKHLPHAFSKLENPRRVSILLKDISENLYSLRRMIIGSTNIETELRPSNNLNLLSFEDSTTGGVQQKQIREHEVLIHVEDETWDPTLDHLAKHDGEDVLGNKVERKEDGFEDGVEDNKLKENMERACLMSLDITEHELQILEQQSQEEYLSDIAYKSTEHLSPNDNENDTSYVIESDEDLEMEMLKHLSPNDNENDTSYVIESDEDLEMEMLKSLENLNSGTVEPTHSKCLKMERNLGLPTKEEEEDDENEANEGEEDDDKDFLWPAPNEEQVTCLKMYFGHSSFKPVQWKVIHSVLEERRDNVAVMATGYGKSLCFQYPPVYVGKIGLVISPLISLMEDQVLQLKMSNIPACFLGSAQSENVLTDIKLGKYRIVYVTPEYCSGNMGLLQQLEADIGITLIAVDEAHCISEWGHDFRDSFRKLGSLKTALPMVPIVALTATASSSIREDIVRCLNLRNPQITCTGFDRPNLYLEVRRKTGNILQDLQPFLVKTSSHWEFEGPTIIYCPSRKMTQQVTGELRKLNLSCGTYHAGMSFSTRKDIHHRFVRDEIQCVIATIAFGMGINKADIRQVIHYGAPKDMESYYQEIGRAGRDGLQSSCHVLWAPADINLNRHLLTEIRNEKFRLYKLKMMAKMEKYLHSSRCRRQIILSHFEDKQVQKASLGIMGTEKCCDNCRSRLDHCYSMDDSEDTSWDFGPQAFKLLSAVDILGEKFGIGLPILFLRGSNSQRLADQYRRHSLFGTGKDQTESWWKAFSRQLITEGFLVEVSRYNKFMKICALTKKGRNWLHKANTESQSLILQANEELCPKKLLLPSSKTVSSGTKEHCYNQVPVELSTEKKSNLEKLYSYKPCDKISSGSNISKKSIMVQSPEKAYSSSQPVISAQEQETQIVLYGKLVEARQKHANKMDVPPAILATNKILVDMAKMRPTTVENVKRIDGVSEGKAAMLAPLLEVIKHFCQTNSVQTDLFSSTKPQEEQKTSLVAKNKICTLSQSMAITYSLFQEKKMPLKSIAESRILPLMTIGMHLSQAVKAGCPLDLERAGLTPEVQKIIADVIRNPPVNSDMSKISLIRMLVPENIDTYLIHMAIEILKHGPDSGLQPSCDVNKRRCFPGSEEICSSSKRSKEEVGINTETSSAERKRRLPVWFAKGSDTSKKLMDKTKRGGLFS
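Kinetic fluorescence helicase assay: unwinding of a quenched forked DNA duplex (100 nM final) with 2 mM ATP final raises red fluorescence (525/598 nm). Compounds sat 15 min at room temperature with 20 nM WRN beforehand.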
EPAC1 agonist: EPAC1 (human) agonism | EPAC1 agonist qHTS, biochemical assay; response scale: 100% = response to 6.5 mM cAMP | hit rate 0.073% among 360,000 | O95398 | Potency, µM (titrated, usually from 154 µM), for the others: at the top dose activation, actives largely listed as activators; further: potency means the concentration at half of the fitted maximal effect; nearly all actives have a fitted effect of over 60% in size
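Nucleotide exchange assay: 100 nM EPAC1 with 250 nM Rap1B loaded with BODIPY-GDP and 50 uM GDP, room temperature. Fluorescence (480/540 nm) read every 5 min for 30 min; signal change normalized to 6.5 mM cAMP as full agonist.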
EPAC1 antagonist: EPAC1 (human) antagonism. O95398. EPAC1 GEF assay, Rap1b-BODIPY-GDP exchange fluorescence. Potency, µM (titrated, usually from 115 µM), for the others: at the top dose activity change, negative = inhibition, actives largely listed as inhibitors. hit rate 0.14% among 360,000. AID 720709;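 further: potency means the concentration at half of the fitted maximal effect; plate controls were vehicle for no effect and positive control for full effect; nearly all actives have a fitted effect of over 50% in size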
Mm-Cpn inhibitor: inhibitors of Methanococcus maripaludis chaperonin (MmCpn); purified Mm-Cpn ATPase, ADP Transcreener TR-FRET; Potency, µM (top dose mostly 76.9 µM), without a hit: at the top dose activity, negative = inhibition, actives largely listed as inhibitors; hit rate 0.031% among 330,000; further: potency means the concentration at half of the fitted maximal effect; on the % scale 0 is the no-effect control and ±100 the full control effect; nearly all actives have a fitted effect of over 80% in size
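Measured: ADP formation by purified Mm-CPN. Conditions: 25 nM protein, 10 uM ATP, Tris pH 7.4 with Mg2+, K+ and DTT, 37°C for 30 min. Detection: Transcreener HTRF after 30 min at room temperature.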
* marks the source's active call; other numbers are inactive results; ? = inconclusive; . = not tested or not shown; & = joins results of further samples; [ ] = remark or other dose. Unless noted, the call rests on the fitted dose curve; in most records, active means well fitted curve in the direction sought with a large enough effect; inconclusive means small, poorly fitted or top-dose-only effect, or another doubt; inactive means no such curve, though single readings can be large; an effect the other way counts as inactive or inconclusive. Not all compounds are listed; rates above refer to the full screens.

#1 CN(C)c1ccc(C2Nc3cccc4cccc(c34)N2)cc1
#2 CCOc1c(OC)cccc1C1CC(=O)Nc2cc3c(cc21)OCCO3 (stereo not given)
#3 O=S(=O)(NC1=NCCC1)c1ccc(F)cc1F
#4 O=C(O)C1CCCC[C@H]1C(=O)Nc1ncc([N+](=O)[O-])s1 (stereo not given in full)
#5 CC1CCCN(CCCNC(=O)c2ccc3c(c2)N(Cc2ccccc2F)C(=O)c2ccccc2S3(=O)=O)C1 (stereo not given)
#6 CC(Oc1cc2oc(=O)c3c(c2cc1Cl)CCCC3)C(=O)NCc1cccnc1 (stereo not given)
assay / compound	1	2	3	4	5	6
PLK1 PBD block	-15%	0%	-21%	-20%	-1%	-6%
PI5P4K alpha inh	-10	7	0	3	-5	-4
EPAC2 antagonist	-7%	?	17%	18%	6%	7%
CCT modulator	-2.2	-9.1	1.5	0.0	1.3	0.7
WRN inhibitor	2%	-4%	-3%	1%	12%	-3%
EPAC1 agonist	11%	-5%	-3%	-14%	-2%	-7%
EPAC1 antagonist	1%	0%	-2%	-13%	-4%	-17%
Mm-Cpn inhibitor	1%	1%	0%	-1%	-2%	0%

#7 Cc1ccc(S(=O)(=O)N2CCOCC2)cc1NC(=O)CSc1nnc(NC2CC2)s1
#8 C=CCOc1ccc(/C=N/NC(=O)C(=O)Nc2ccccn2)cc1OC
#9 CCn1c(C(=O)NCc2cccnc2)cc2sc(Cl)cc21
#10 COc1cc(O)c(C(CC(=O)N2CCCCC2)c2ccc3c(c2)OCO3)c(OC)c1 (stereo not given)
#11 COc1ccc(NC(=O)COC(=O)C2CC2)cc1S(=O)(=O)N1CCCCC1
#12 CCOc1ccc(/C(O)=C2/C(=O)C(=O)N(c3ncccn3)C2c2ccc(C)cc2)cc1 (stereo not given)
assay / compound	7	8	9	10	11	12
PLK1 PBD block	-15%	1%	-9%	0%	-4%	-19%
PI5P4K alpha inh	-3	3	.	1	-3	3
EPAC2 antagonist	-4%	10%	0%	?	0%	2%
CCT modulator	-0.8	2.6	-3.0	-0.4	1.0	-1.6
WRN inhibitor	8%	-1%	-5%	9%	-2%	-11%
EPAC1 agonist	13%	-20%	2%	-3%	4%	4%
EPAC1 antagonist	8%	-7%	-20%	1%	-3%	26%
Mm-Cpn inhibitor	0%	1%	-4%	1%	-3%	-6%

#13 CCc1ccc(Nc2ccc(C(N)=O)cc2[N+](=O)[O-])cc1
#14 COc1ccc2nc(C)cc(SCC(=O)O)c2c1
#15 CS(=O)(=O)N1CCN(CC2CC3C=CC2C3)CC1 (stereo not given)
#16 COc1ccc(NC(=S)NC2CC3CCC2C3)c(OC)c1 (stereo not given)
#17 Cc1nn(-c2ccc(F)cc2)c2c1cc(C#N)c1nc3ccccc3n12
#18 O=C(Nc1cccnc1)c1ccc([N+](=O)[O-])s1
assay / compound	13	14	15	16	17	18
PLK1 PBD block	-22%	-7%&-11%	-14%	-8%	-12%	0%
PI5P4K alpha inh	-7	-2	.	4	3	-7
EPAC2 antagonist	-2%[57.1 µM]	10%&4%	-2%	-2%	7%	-5%
CCT modulator	0.9	-1.3&-2.8	0.2	1.3	-0.7	0.3
WRN inhibitor	-1%	4%&7%	9%	18%	5%	7%
EPAC1 agonist	-14%	-1%&1%	12%	-8%	-5%	-1%
EPAC1 antagonist	19%	15%&-3%	13%	3%	-1%	15%
Mm-Cpn inhibitor	0%	-4%&-3%	0%	2%	-1%	-12%

Three compounds out of the list, sorted by length of the SMILES, descending:
#18 O=C(Nc1cccnc1)c1ccc([N+](=O)[O-])s1
#16 COc1ccc(NC(=S)NC2CC3CCC2C3)c(OC)c1 (stereo not given)
#15 CS(=O)(=O)N1CCN(CC2CC3C=CC2C3)CC1 (stereo not given)
assay / compound	18	16	15
PLK1 PBD block	0%	-8%	-14%
PI5P4K alpha inh	-7	4	.
EPAC2 antagonist	-5%	-2%	-2%
CCT modulator	0.3	1.3	0.2
WRN inhibitor	7%	18%	9%
EPAC1 agonist	-1%	-8%	12%
EPAC1 antagonist	15%	3%	13%
Mm-Cpn inhibitor	-12%	2%	0%

New compounds follow:
#19 CC(C)(C)C(=O)NCCCc1nc2ccccc2n1CCCOc1ccc(Cl)cc1
#20 Cc1nc2ccc(C(=O)N(C)CC3CCCN(CCc4ccc(Cl)cc4)C3)cc2[nH]1 (stereo not given)
#21 CC1=NN(c2ccc(C)cc2)C(=O)/C1=C\c1ccc(Br)s1
#22 CC(C)C(NC(=O)CNC(=O)OC(C)(C)C)C(=O)NCc1ccc(Cl)cc1 (stereo not given)
#23 CC(Oc1ccc(Cl)cc1C(N)=O)C(=O)N1CCc2ccccc21 (stereo not given)
#24 CC(=O)Nc1cc(OC(C)=O)c2nonc2c1OC(C)=O
assay / compound	19	20	21	22	23	24
PLK1 PBD block	-6%	-4%	-21%	-11%	-1%	?
PI5P4K alpha inh	0	-2	18	1	-8	.
EPAC2 antagonist	-5%	9%	2%	3%	0%	4%
CCT modulator	1.0	-1.3	0.9	-1.9	2.7	-1.7
WRN inhibitor	-4%	12%	-22%	1%	-5%	-11%
EPAC1 agonist	-9%	-5%	-1%	-1%	2%	-4%
EPAC1 antagonist	?	19%	0%	4%	-6%	?
Mm-Cpn inhibitor	-2%	-3%	-5%	2%	-1%	?

#25 O=C(Nc1ccc2c(c1)OCCO2)C(c1ccccc1F)n1c(=O)c(-c2cc3ccccc3[nH]2)nc2ccccc21 (stereo not given)
#26 Cc1cc(/C=C2\SC(=O)N(C)C2=O)c(C)n1-c1ccc(S(N)(=O)=O)cc1
#27 CNC(=S)NNc1nc(-c2ccccc2)c2cc(Cl)ccc2n1
#28 CCCn1c(=N)n(CC(O)COc2ccc(C)cc2)c2ccccc21 (stereo not given)
#29 CCn1c(CSc2nc3ccccc3s2)nnc1SCC(=O)OC(C)(C)C
#30 COc1ccc(S(=O)(=O)N2CCN(C(=S)Nc3ccc(S(N)(=O)=O)cc3)CC2)cc1
assay / compound	25	26	27	28	29	30
PLK1 PBD block	5%	-4%	-23%	-4%	-4%	-2%
PI5P4K alpha inh	-6	-10	-2	15	.	-3
EPAC2 antagonist	14%	-11%	-4%	-1%	-5%	-7%
CCT modulator	.	0.4	-0.5	0.6	1.7	0.7
WRN inhibitor	2%	3%	-15%	1%	-7%	-17%
EPAC1 agonist	-1%	3%	15%	0%	0%	5%
EPAC1 antagonist	-2%	4%	1%	2%	-10%	-22%
Mm-Cpn inhibitor	.	2%	.	0%	-1%	-2%

Rewritten as tab-separated lines: part of the list above.
No.	canonical_smiles	PLK1 PBD block	PI5P4K alpha inh	EPAC2 antagonist	CCT modulator	WRN inhibitor	EPAC1 agonist	EPAC1 antagonist	Mm-Cpn inhibitor
28	CCCn1c(=N)n(CC(O)COc2ccc(C)cc2)c2ccccc21 (stereo not given)	-4%	15	-1%	0.6	1%	0%	2%	0%
30	COc1ccc(S(=O)(=O)N2CCN(C(=S)Nc3ccc(S(N)(=O)=O)cc3)CC2)cc1	-2%	-3	-7%	0.7	-17%	5%	-22%	-2%

(listing goes on)
#31 COc1ccc(C2/C(=C(/O)c3ccc4c(c3)CC(C)O4)C(=O)C(=O)N2CCCn2ccnc2)cc1 (stereo not given)
#32 COc1ccc(OC)c(Nc2nc(-c3ccc(O)c(O)c3)cs2)c1
#33 Cn1c(=O)c2c(nc(Cc3ccccc3)n2C)n(C)c1=O
#34 COc1ccc(C(=O)NC(=O)COC(=O)C2COc3ccccc3O2)cc1 (stereo not given)
#35 COc1ccc(NC(=S)Nc2ccccc2F)c(OC)c1
#36 O=C(Nc1nnc(CSCc2ccc(Cl)cc2)s1)c1cccc([N+](=O)[O-])c1
assay / compound	31	32	33	34	35	36
PLK1 PBD block	-18%	30µM*	-13%	2%	-5%	-26%
PI5P4K alpha inh	-8	-23	-4	0	-6	1
EPAC2 antagonist	7%	-12%	-2%	9%	12%	-3%
CCT modulator	-4.1	-4.2	-1.0	-0.1	-3.9	0.5
WRN inhibitor	-2%	?	10%	3%	-6%	-8%
EPAC1 agonist	0%	21%	9%	-10%	0%	-3%
EPAC1 antagonist	2%	?	?	-7%	9%	-28%
Mm-Cpn inhibitor	-1%	-3%	0%	2%	1%	-2%

#37 COc1ccc(N(CC(=O)N2CCc3ccccc32)S(=O)(=O)c2c(C)n[nH]c2C)cc1
#38 COc1ccc(C(=O)Nc2ccccc2-c2nnn(CC(=O)Nc3ccc4c(c3)OCCO4)n2)cc1
#39 CC1CCN(CCOc2ccc(OCc3ccccc3)cc2)CC1
#40 CCN(CC(=O)Nc1ccccc1OC)C(=O)C1CCC1
#41 O=[N+]([O-])c1ccc(S(=O)(=O)NN=Cc2ccc3c(c2)OCO3)cc1
#42 O=C(Nc1cccnc1)c1ccc(Cl)c(S(=O)(=O)N2CCc3ccccc32)c1
assay / compound	37	38	39	40	41	42
PLK1 PBD block	2%	2%	-1%	-9%	-29%	-13%
PI5P4K alpha inh	15	14	1	0	-5	-7
EPAC2 antagonist	-20%	0%	21%	5%	-3%	-6%
CCT modulator	0.4	2.1	-0.8	-2.0	2.5	-3.9
WRN inhibitor	-5%	-1%	3%	-4%	-7%	?
EPAC1 agonist	0%	4%	-2%	2%	8%	7%
EPAC1 antagonist	-1%	-7%	-6%	10%	-21%	-14%
Mm-Cpn inhibitor	1%	-3%	2%	-1%	.	1%

#43 Cc1ccc(C)c(SCC(=O)N(C)C2CCS(=O)(=O)C2)c1 (stereo not given)
#44 Fc1ccc(N=c2ssnc2Cl)c(F)c1
#45 CC(C)c1cccc(C(C)C)c1NC(=O)CN1C(=O)NC2(CCCC2)C1=O
#46 COc1ccccc1CCn1c(N)cc(=O)[nH]c1=O
#47 Clc1cccc(Cl)c1/C=N/Nc1c(Cl)cncc1Cl
#48 COc1ccc(C(=O)N/N=C(/C)c2cccc(NC(=O)C(F)(F)F)c2)cc1
#49 CC(=O)OC[C@@H]1CN(Cc2ccccc2)C[C@H](n2cnc3c(N4CCOCC4)ncnc32)O1
assay / compound	43	44	45	46	47	48	49
PLK1 PBD block	-27%	1.7µM*	0%	-9%	2%	-3%	-12%
PI5P4K alpha inh	0	-62*	-12	-12	22	1	-6
EPAC2 antagonist	-6%	13%	-1%	25%	3%	-3%	6%
CCT modulator	-3.6	0.0	-3.0	-3.2	-22	0.6	-2.0
WRN inhibitor	-21%	32µM*	0%	3%	-22%	-5%	9%
EPAC1 agonist	5%	3%	-5%	-2%	7%	4%	-4%
EPAC1 antagonist	11%	-7%	-25%	11%	-19%	-7%	5%
Mm-Cpn inhibitor	1%	-6%	-3%	0%	0%	0%	.
